Screening results deposited in PubChem by Fisher Drug Discovery Resource Center.
hcGAS inh = blocks human cGAS activity. 0.081% of 290,000 active. AID 1259398. recombinant h-cGAS, ATP depletion, Kinase-Glo luminescence. inhibition, % at 12.5 µM. Q8N884;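 also: 0% = vehicle reaction and 100% = reaction without DNA for no activity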
Target sequence (Q8N884 whole entry, looked up): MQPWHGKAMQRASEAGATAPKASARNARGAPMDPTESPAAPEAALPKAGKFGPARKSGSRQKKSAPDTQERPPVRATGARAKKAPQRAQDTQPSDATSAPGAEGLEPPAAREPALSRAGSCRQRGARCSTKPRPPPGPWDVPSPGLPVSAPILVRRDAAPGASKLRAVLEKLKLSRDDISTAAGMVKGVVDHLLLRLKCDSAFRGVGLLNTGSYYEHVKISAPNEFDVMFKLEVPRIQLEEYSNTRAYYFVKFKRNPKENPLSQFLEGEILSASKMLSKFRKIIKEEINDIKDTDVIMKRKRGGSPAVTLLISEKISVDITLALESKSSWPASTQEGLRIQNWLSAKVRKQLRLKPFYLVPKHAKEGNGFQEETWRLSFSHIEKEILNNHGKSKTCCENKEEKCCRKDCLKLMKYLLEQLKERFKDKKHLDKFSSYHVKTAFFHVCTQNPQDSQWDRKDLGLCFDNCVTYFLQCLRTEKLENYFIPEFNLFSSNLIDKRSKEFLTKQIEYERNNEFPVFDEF
NPYLR7 ag = mosquito NPYLR7 agonism; HEK293T NPYLR7/Galpha15, GCaMP6s calcium fluorescence; activation, % at 10 µM; 0.15% of 270,000 active; AID 1259423; in the data active = activation above about 40%;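 also: 0% = vehicle and 100% = reference agonist at the receptor; some compounds past the cut are filed as inactive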
mcGAS inh = blocks mouse cGAS activity; 0.15% of 160,000 active; inhibition, % at 12.5 µM; recombinant cGAS, Kinase-Glo ATP depletion luminescence;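 also: 0% = negative control wells and 100% = reference inhibitor with no enzyme activity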
* hit, by the source's call; . = not tested or not shown. Rule as the data show it, unless noted: active = inhibition above about 40%; inactive = the rest.

1: CS(=O)(=O)Nc1ccccc1C1=NN(C(=O)CCC(=O)O)C(c2ccccc2F)C1 (centres undefined)
2: COc1ccc(Cc2nc(CSc3nccs3)cs2)cc1
3: S=c1[nH]nc(-c2snnc2-c2ccccc2)n1-c1c(Cl)cccc1Cl
4: COc1cc(Br)c(Nc2nc(-c3c(C)nc4ncccn34)cs2)c(Br)c1
5: O=C(Nc1ccccc1)c1ccc(Br)c(S(=O)(=O)NCc2ccccc2)c1
6: O=c1[nH]c(CN2CCCCCC2)nc2scc(-c3cccs3)c12
Compound,1,2,3,4,5,6
hcGAS inh,-11,-7,-6,-5,-4,-12
NPYLR7 ag,3,14,-7,-1,-12,7
mcGAS inh,.,-5,-3,-9,-6,-5

7: OCC1CCCN(CCNC2CCC3(CCNCC3)CC2)C1 (centres undefined)
8: O=C(N[C@H]1CN[C@H](C(=O)N2CC=C(c3ccccc3)CC2)C1)c1ccco1
9: COCCN1CCCC[C@]2(C[C@H](C(=O)O)[C@H](c3ccco3)N2C(=O)Nc2cccc(C#N)c2)C1=O
10: Cc1ccoc1C(=O)N(Cc1ccccc1)CC(C)CO (centres undefined)
11: CC(CN1C(C)CCCC1C)OC(=O)c1ccc(F)cc1 (centres undefined)
12: O=C(NCCc1c[nH]c2ccccc12)c1ccccc1-c1ccc(C(F)(F)F)cc1
Compound,7,8,9,10,11,12
hcGAS inh,3,1,-7,-3,1,-11
NPYLR7 ag,-7,-8,1,-5,-8,-6
mcGAS inh,-3,.,-9,-13,.,-4

Some values from above:
Result of O=C(NCCc1c[nH]c2ccccc12)c1ccccc1-c1ccc(C(F)(F)F)cc1 in hcGAS inh: -11
Result of COCCN1CCCC[C@]2(C[C@H](C(=O)O)[C@H](c3ccco3)N2C(=O)Nc2cccc(C#N)c2)C1=O in NPYLR7 ag: 1
Result of Cc1ccoc1C(=O)N(Cc1ccccc1)CC(C)CO (centres undefined) in mcGAS inh: -13

Remaining list, next part:
13: CC(=O)Nc1ccc(S(=O)(=O)N2CCCC(C(=O)NC3CCCC[C@H]3NC(=O)c3ccccc3)C2)cc1 (some centres undefined)
14: COc1ccccc1C(=O)NCC(=O)N=Nc1c(O)[nH]c2ccccc12
15: CCCCN(CC(=O)Nc1cc(-c2ccccc2)nn1-c1ccc(OC)cc1)C(=O)Nc1ccc(Cl)c(Cl)c1
16: Nc1nc(SCC(=O)Nc2ccc(Cl)c(Cl)c2)[nH]c(=O)c1NC(=O)c1ccccc1F
17: O=C(NCC1CCCO1)c1cc2nc(-c3ccc(Cl)c(Cl)c3)cc(C(F)(F)F)n2n1 (centres undefined)
18: CNc1cc(NS(=O)(=O)c2ccc(N)cc2)nc(NC)n1
Compound,13,14,15,16,17,18
hcGAS inh,-2,-6,-11,-7,4,6
NPYLR7 ag,-1,-3,21,1,4,-1
mcGAS inh,-4,-9,-5,-7,4,0

19: COc1ccc(NC(=O)c2ccc(-c3ccc(-c4noc(C)n4)cc3C)cc2)cc1OCCN(C)C
20: COc1cc(C#N)ccc1OCCn1c(=O)oc2cccnc21
21: O=C(COc1cc(Cl)ccc1Cl)Nc1ccc(-n2cnnn2)cc1
22: Cc1c(Cl)cccc1NC(=O)Nc1ccc(Nc2cc(-n3cccn3)ncn2)cc1
23: O=C(O)CSCc1nc2sc3c(c2c(=O)[nH]1)CCCC3
24: COc1ccc(C(=O)Nc2cc(C)nn2-c2nc3c(c(=O)[nH]2)CCC3)cc1
Compound,19,20,21,22,23,24
hcGAS inh,-4,-8,-3,-2,6,-2
NPYLR7 ag,0,12,8,-8,-7,0
mcGAS inh,.,-18,-9,-6,.,-4

25: Nc1nccc(N2CCc3onc(-c4ccc5c(c4)OCO5)c3C2)n1
26: Cc1cccc(NC(=O)CN(C)CC2COc3ccccc3O2)c1 (centres undefined)
27: COc1ccccc1OCC1CN(C(=O)CCc2ccco2)CCO1 (centres undefined)
28: O=C(NCCN1CCOCC1)NC1CC(=O)N(c2cccc(F)c2)C1 (centres undefined)
29: COc1cccc2cc(C(=O)NC(C)=O)c(=Nc3ccc(C(C)=O)cc3)oc12
30: CCn1nc(C(=O)N2CCCC2CC2CCCCC2)c2ccccc2c1=O (centres undefined)
Compound,25,26,27,28,29,30
hcGAS inh,-5,-8,-5,-4,-1,-7
NPYLR7 ag,1,2,1,2,-13,10
mcGAS inh,-15,.,-6,-7,-4,.

31: Cc1cccc(OCc2ccc(C(N)=O)cc2)c1C
32: CC1(C(=O)NCc2cccs2)CCN1C(=O)Cc1ccc(Cl)cc1Cl (centres undefined)
33: CN(C)c1ccc(/C=C2\N=C(c3ccccc3F)OC2=O)cc1
34: OCC1(Cc2ccccc2)CCNCC1
35: O=C(Nc1ccnn1CC1CCCCC1)N1CCSCC1
36: COc1c(C)cnc(CN(C)Cc2ncccc2C(=O)O)c1C
Compound,31,32,33,34,35,36
hcGAS inh,-6,-9,-5,-3,-13,-4
NPYLR7 ag,3,14,-1,6,.,1
mcGAS inh,.,-5,-5,.,-7,.

37: O=C(Cc1nc(-c2ccc3c(c2)CCCC(=O)N3)cs1)NCc1ccco1
38: Cc1ccc(S(=O)(=O)c2cn(C)c3cc(N4CCCC(C)C4)c(F)cc3c2=O)cc1 (centres undefined)
39: COc1cccc(CN2CCCC(NCc3nccn3C)C2)c1 (centres undefined)
40: COc1ccccc1N(CN1C(=O)c2ccccc2C1=O)C(C)=O
41: O=C(CCCn1nnnc1CN1CCc2ccccc2C1)N1CCSCC1
42: CN(NC(=O)C1CC(=O)N(N(C)c2ccccc2)C1)c1ccccc1 (centres undefined)
Compound,37,38,39,40,41,42
hcGAS inh,-2,-7,-7,-2,0,-11
NPYLR7 ag,9,-14,3,0,3,-3
mcGAS inh,.,-10,.,-3,.,-3

43: CCOC(=O)c1c(NC(=O)c2cccs2)sc(C(=O)Nc2ccccc2F)c1C
44: O=C(O)C(Cc1ccccc1)N1C(=O)/C(=C/c2cccc3ccccc23)SC1=S (centres undefined)
45: CN(Cc1cc2c(cc1O)OCO2)C1CCc2ccccc21 (centres undefined)
46: CCN(CC)S(=O)(=O)c1ccc(NN=C2C=C(C)CC2)nc1
47: CC(C)c1cc(C(=O)N2CCCC3(CN(C)C(=O)O3)C2)cs1 (centres undefined)
48: CCOC(=O)c1ccccc1NC(=O)CSc1ccc(-c2sc(-c3cccs3)nc2C)nn1
Compound,43,44,45,46,47,48
hcGAS inh,-2,-5,5,-10,-2,0
NPYLR7 ag,-4,-4,1,-1,4,-2
mcGAS inh,-6,2,-3,.,.,-6

Just hcGAS inh and NPYLR7 ag, for 3 of the compounds above:
cpd | compound | hcGAS inh | NPYLR7 ag
45 | CN(Cc1cc2c(cc1O)OCO2)C1CCc2ccccc21 (centres undefined) | 5 | 1
46 | CCN(CC)S(=O)(=O)c1ccc(NN=C2C=C(C)CC2)nc1 | -10 | -1
47 | CC(C)c1cc(C(=O)N2CCCC3(CN(C)C(=O)O3)C2)cs1 (centres undefined) | -2 | 4

Remaining list, next part
49: COc1cc(C=CC(=O)N(C)CCc2ccccn2)ccc1OCc1ccccc1
50: c1ccc(-c2nc3ccccn3c2Nc2ccc3c(c2)OCO3)cc1
51: CCCSc1nnc(-c2c(Cl)c(CC)nn2C)s1
52: O=C(CCc1ccccc1)N(Cc1nccn1Cc1ccccc1Cl)CC1CCCO1 (centres undefined)
53: O=C(NCc1ccco1)N1CCC2(CCCN(CCCc3ccccc3)C2=O)C1 (centres undefined)
54: COC(=O)c1ccc(Oc2coc3c4c(ccc3c2=O)OCN(C2CCCC2)C4)cc1
Compound,49,50,51,52,53,54
hcGAS inh,0,-8,-6,-2,-8,-4
NPYLR7 ag,-3,12,-1,-8,21,9
mcGAS inh,-3,.,.,0,.,-9

55: Cc1ccc(N2C(=O)N(c3ccccc3C)C3CS(=O)(=O)CC32)cc1C (centres undefined)
56: O=C(NCc1ccc(F)cc1)c1cccc(CSc2nc(Cl)cc(N3CCN(Cc4ccc5c(c4)OCO5)CC3)n2)c1
57: CCOc1cc2c3c(c1)-c1c(sn(-c4cccc(F)c4)c1=S)C(C)(C)N3C(=O)C2=O
58: Cc1ccc(-n2c(C)c(Br)c3c2CCCC3=O)cc1
59: CNC(=O)c1coc(Br)c1
60: CNC(=O)[C@@H]1C[C@H](N)CN1C(=O)c1cc(C2CC2)nc2ccccc12
Compound,55,56,57,58,59,60
hcGAS inh,-4,0,-8,-6,-9,-10
NPYLR7 ag,1,11,-5,3,1,.
mcGAS inh,.,-3,.,.,.,-11

61: Cc1cccc2c1C(=O)NC1(CCN(S(=O)(=O)c3ccc(F)cc3)CC1)N2
62: Cc1ccn2c(NC(C)(C)CC(C)(C)C)c(-c3cccc(OC(=O)c4cccc5ccccc45)c3)nc2c1
63: CCOC(=O)C1=C(C)N=c2s/c(=C/c3ccc(OC)cc3)c(=O)n2C1c1ccc(OC(C)=O)cc1 (centres undefined)
64: COc1cccc(NC=C2C(=O)OC3(CCCCC3)OC2=O)c1
65: CN(C)c1nc(Oc2ccc(=O)[nH]n2)nc(N(C)C)n1
66: CCOC(=O)C1CCC(CNC(=O)N2CCCC2c2cc(C)no2)CC1 (centres undefined)
Compound,61,62,63,64,65,66
hcGAS inh,-5,-8,3,-5,-8,-3
NPYLR7 ag,7,13,-8,-1,2,2
mcGAS inh,0,-8,0,.,-3,-5

67: CC(C)Oc1ccc(C(O)=C2C(=O)C(=O)N(c3nccs3)C2c2ccc([N+](=O)[O-])cc2)cc1 (centres undefined)
68: Cc1nn(C)c(C)c1NS(=O)(=O)c1ccc(Cl)cc1
69: COCCNc1oc2c(c1-c1cccc(F)c1)c(=O)oc1ccccc12
70: CCOC(=O)CCc1c(C)nc2ncnn2c1N1CCN(C(=O)c2cc(C)nc(Cl)c2)CC1
71: Cc1ccc(NC(=O)CN(Cc2ccco2)Cc2cccs2)cc1C
72: O=[N+]([O-])c1ccc(NCCCO)c([N+](=O)[O-])c1
Compound,67,68,69,70,71,72
hcGAS inh,-3,-10,9,1,-3,1
NPYLR7 ag,3,1,-3,21,0,-3
mcGAS inh,-5,-9,4,-4,-3,-1

73: CN(C)C(=O)c1cc(-c2ccccc2)n(-c2ccccn2)n1
74: Cn1ccnc1SCCNS(=O)(=O)NCc1ccccc1
75: CCOC(=O)c1cc(C(C)CC(C)(C)C)sc1NC(=O)COCc1ccccc1 (centres undefined)
76: O=[N+]([O-])c1ccc2nc(C(F)(F)F)[nH]c2c1
77: CCn1c(SCc2ccc(C(=O)NCc3cccc(C(F)(F)F)c3)cc2)nnc1-c1cccs1
78: N#CC(C(=O)CC1CCCO1)c1nc2ccccc2[nH]1 (centres undefined)
Compound,73,74,75,76,77,78
hcGAS inh,-9,-4,-1,41*,4,-2
NPYLR7 ag,0,8,-5,12,.,0
mcGAS inh,.,.,-6,.,1,.

79: CCCCC(=O)Nc1sc2c(c1-c1nc3ccccc3s1)CCN(C(C)=O)C2
80: O=C(c1cn(CCN2CCOCC2)nn1)N1CCN(C/C=C/c2ccccc2)CC1
81: CCc1cc(N(C)CCc2ccc(OC)c(OC)c2)nc(SCc2ccc(C(=O)NCCc3ccccn3)o2)n1
82: O=C(Oc1ccccc1C(=O)O)c1ccccc1O
83: CN1CCc2c(sc(NC(=O)c3cccs3)c2-c2nc3ccccc3s2)C1
84: O=C(Cc1ccc([N+](=O)[O-])cc1)NCc1nnnn1-c1ccc(F)cc1
Compound,79,80,81,82,83,84
hcGAS inh,-1,-7,-6,-3,2,0
NPYLR7 ag,3,6,-4,3,10,2
mcGAS inh,.,.,-5,-2,1,1

85: Cc1nc2sc(C#N)c(N)c2c(C)c1Cl
86: CCOC(=NCCCN(C)C)NC(=O)c1ccc2c(c1)OCO2
87: Cc1ccccc1OCC1c2ccsc2CCN1C(=O)CN(CC1CC1)C(=O)Cc1ccccc1 (centres undefined)
88: CC1(C)CC(=O)C2C(=Nc3[nH]c(=O)[nH]c(=O)c3C2c2ccc(C(F)(F)F)cc2)C1 (centres undefined)
89: COc1ccc(C(=O)N(Cc2nccn2Cc2ccc(C(F)(F)F)cc2)C(C)C)cc1
90: Cc1ccc(C(=O)N(C)CC2CCCN(CCc3ccc(Cl)cc3)C2)cc1 (centres undefined)
Compound,85,86,87,88,89,90
hcGAS inh,-9,-5,-5,0,-10,2
NPYLR7 ag,1,17,-1,5,13,2
mcGAS inh,.,-5,-4,0,-7,0

91: c1cc(CN2CCOCC2)cc(-c2ccc(CN3CCNCC3)cc2)c1
92: COC(=O)NC1CCN(c2ccccc2C(=O)N2CCC(C)CC2)CC1
93: Cc1nc(C(C)C)sc1C(=O)N1CCOC(CCN(C)C)C1 (centres undefined)
94: O=S1(=O)CCC(N2CCN(c3ncnc4sc5c(c34)CCC5)CC2)C1 (centres undefined)
95: Cc1ccc(CN(CCc2c[nH]c3ccccc23)C(=O)CN(CC(C)C)C(=O)CCc2ccccc2)cc1
96: Cc1ccc(C(=O)C2CCN(C(=O)c3ccc(N4CCOC4=O)cc3)CC2)c(C)c1
Compound,91,92,93,94,95,96
hcGAS inh,-2,5,-2,-3,-6,-7
NPYLR7 ag,6,-2,.,18,20,9
mcGAS inh,-5,2,-7,.,-5,.

97: O=C(c1ccco1)N1CCC(n2c(-c3ccccc3)nc3ccc(F)cc32)CC1
98: COc1cccc(C(CN2CCN(C(=O)C3CCN(C(C)=O)CC3)CC2)OCc2cccc(Cl)c2)c1 (centres undefined)
99: Cc1cccc(-c2ncc(CN3CCN(CC(=O)N4CCCC4)CC3)cn2)c1
100: O=C(NCCc1ccccc1F)c1ccc2c(c1)OCCO2
Compound,97,98,99,100
hcGAS inh,-8,-7,0,-9
NPYLR7 ag,9,2,1,1
mcGAS inh,-9,-6,.,-6
